FBW7 activator – activators of human E3 ligase FBW7. hit rate 0.13% among 650,000. Q969H0. AlphaScreen FBW7–phospho-cyclin E peptide binding, activator screen. normalized activity (activation), % at 26.1 µM; in the data active = normalized activity above about 1.9%;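 also: purified mutant Fbw7 with reduced substrate affinity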
GPR151 activ – activators of human GPR151; Q8TDV0; PathHunter beta-arrestin GPR151 cells, luminescence; activation, % at 11.2 µM; hit rate 1% among 650,000; in the data active = activation above about 4.9%;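 also: 0% = median of compound wells and 100% = cells with positive control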
Target sequence (Q8TDV0 whole entry, looked up): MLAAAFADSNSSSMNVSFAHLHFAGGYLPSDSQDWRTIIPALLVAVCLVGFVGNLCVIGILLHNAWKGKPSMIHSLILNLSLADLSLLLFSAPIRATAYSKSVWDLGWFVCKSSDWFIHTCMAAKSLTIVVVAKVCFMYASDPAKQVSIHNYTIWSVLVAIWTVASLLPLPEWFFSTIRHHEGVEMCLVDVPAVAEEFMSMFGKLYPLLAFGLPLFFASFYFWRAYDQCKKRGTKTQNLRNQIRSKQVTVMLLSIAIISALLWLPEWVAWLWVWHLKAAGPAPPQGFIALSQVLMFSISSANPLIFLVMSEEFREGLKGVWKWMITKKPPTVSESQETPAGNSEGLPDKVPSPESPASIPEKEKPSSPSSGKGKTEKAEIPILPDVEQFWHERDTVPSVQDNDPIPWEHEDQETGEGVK
MITF primary – blocks human microphthalmia-associated transcription factor. hit rate 0.91% among 650,000. inhibition, % at 2.6 µM. AlphaScreen MITF homodimerization, bead proximity signal. AID 1259374. O75030; in the data active = inhibition above about 50%;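 also: 0% = vehicle wells with protein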
Target sequence (O75030 whole entry, looked up): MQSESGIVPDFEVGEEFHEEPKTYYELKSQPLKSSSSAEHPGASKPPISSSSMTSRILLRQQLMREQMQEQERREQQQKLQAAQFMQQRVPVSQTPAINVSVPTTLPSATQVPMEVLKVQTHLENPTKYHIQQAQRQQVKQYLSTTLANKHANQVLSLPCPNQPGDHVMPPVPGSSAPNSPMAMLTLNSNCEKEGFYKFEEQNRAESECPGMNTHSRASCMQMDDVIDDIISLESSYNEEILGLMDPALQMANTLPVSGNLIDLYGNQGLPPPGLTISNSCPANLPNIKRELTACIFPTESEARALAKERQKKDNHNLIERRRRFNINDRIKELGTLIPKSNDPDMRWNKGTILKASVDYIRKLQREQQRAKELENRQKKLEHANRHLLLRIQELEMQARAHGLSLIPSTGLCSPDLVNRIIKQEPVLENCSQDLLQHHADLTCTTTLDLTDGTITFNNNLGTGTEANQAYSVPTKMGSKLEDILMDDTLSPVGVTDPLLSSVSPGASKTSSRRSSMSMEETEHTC
TEAD-YAP block – TEAD-YAP interaction inhibition; HEK-TIYL cells, TEAD-Gal4/YAP UAS-luciferase luminescence; inhibition, % at 9.12 µM; hit rate 1.4% among 640,000; AID 1259422; in the data active = inhibition above about 32%;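 also: 0% = median of test compound wells and 100% = reference inhibitor wells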
Starred values were filed as active, the others as inactive.

Short keys: A = FBW7 activator; B = GPR151 activ; C = MITF primary; D = TEAD-YAP block
CC(=O)Nc1ccc(NC(=O)CSC2=NC(c3ccccc3)CC(=O)N2)cc1 (stereo not given)
  A: 0.0	B: -0.4	C: 0	D: 9

Cc1ccc(NCN2C(=O)c3ccc([N+](=O)[O-])cc3C2=O)cc1C
  A: 0.3	B: -0.8	C: 4	D: 0

CC1CS(=O)(=O)N(c2cccc(C(=O)N3CCN(c4ccccc4F)CC3)c2)C1=O (stereo not given)
  A: -0.1	B: -0.4	C: -6	D: -10

CC(=O)c1cc(C)ccc1OC(=O)c1ccccc1C
  A: 0.3	B: 1.5	C: 10	D: 8

O=C(COc1cccc([N+](=O)[O-])c1)Nc1ccc(-c2nnc(-c3ccccc3)o2)cc1
  A: 0.4	B: -0.8	C: 10	D: -10

CC(=O)NCC1CCC2(CCN(Cc3ccccc3C)CC2)O1 (stereo not given)
  A: 0.3	B: 0.7	C: 16	D: 14

O=C(Nc1cccc(C(F)(F)F)c1)c1ccc(N2CC3CC(C2)c2cccc(=O)n2C3)c(NC(=O)c2ccccc2)c1 (stereo not given)
  A: -0.1	B: 0.3	C: -2	D: 4

CC(=O)Nc1nnc(-c2ccccc2I)s1
  A: -0.1	B: -0.5	C: -8	D: -23

CCN(CC)C1CC(=O)N(c2cccc(C(F)(F)F)c2)C1=O (stereo not given)
  A: 0.1	B: 0.3	C: 13	D: -2

O=[N+]([O-])c1c(NCCO)cc(SCCCc2ccccc2)c2nonc12
  A: 0.1	B: 1.0	C: 1	D: 1

CSc1ccccc1NC(=O)CN(c1ccccc1)S(=O)(=O)N(C)C
  A: 0.1	B: -0.9	C: 13	D: 1

Cc1ccc(S(=O)(=O)N2CCOCC2)c(C)c1C
  A: -0.1	B: 1.0	C: -10	D: -13

O=C1c2oc3ccc(Cl)cc3c(=O)c2C(c2ccccn2)N1Cc1ccco1 (stereo not given)
  A: -0.8	B: 3.7	C: -13	D: -12

Cc1ccc(C)c(N2CCN(CC(N)=O)CC2)c1
  A: -0.3	B: 0.7	C: 19	D: -4

CCOC(=O)c1ccc(CN)o1
  A: 0.1	B: -0.4	C: 21	D: 4

CCN1CCN(CCNC(=O)c2oc(=O)c3ccccc3c2-c2ccc(C)cc2)CC1
  A: -0.1	B: 1.5	C: 1	D: -2

COC(=O)c1[nH]c2ccc(F)cc2c1N
  A: 0.0	B: -2.1	C: 3	D: -26

CC1=C(C(=O)OCC2CCCO2)C(c2ccccc2C)C2=C(CC(C)(C)CC2=O)N1 (stereo not given)
  A: 0.0	B: -0.2	C: -17	D: -2

CC1CCN(c2nc(N3CCCCC3)nc(N3CCCCC3)n2)CC1
  A: 0.5	B: -0.1	C: 11	D: 2

CCOc1ccccc1-c1noc(-c2cc(-c3ccccc3)n[nH]2)n1
  A: 0.1	B: -0.7	C: 1	D: -35

CCOc1cccc(C(=O)Nc2cc(OC)c(OC)cc2C(=O)O)c1
  A: 0.1	B: -1.8	C: 13	D: 8

C[C@H](O)C(=O)C1=Nc2c(nc(N)[nH]c2=O)NC1
  A: 0.4	B: -1.1	C: 27	D: 7

CCC1CCCCN1C(=O)CCc1nnc(Cc2ccc3c(c2)OCO3)o1 (stereo not given)
  A: 0.0	B: -1.0	C: -1	D: -9

O=C1CCCN1CCCNc1cc(Nc2nccc3ccccc23)ncn1
  A: -0.1	B: -0.2	C: -4	D: -2

CCn1nc(C)c(CNC(=O)CC2C(=O)NCCN2CC(C)C)c1C (stereo not given)
  A: 0.1	B: -0.4	C: 10	D: -3

CS(=O)(=O)c1ccc(C(=O)NCc2nc(-c3ccncc3)n[nH]2)s1
  A: -0.3	B: 0.3	C: 4	D: 4

COc1ccc(-c2ocnc2C(=O)Nc2cnc3ccccc3c2)cc1OC
  A: 0.6	B: -0.1	C: 8	D: 2

CC(=O)c1cc2c(cc1NC(=O)C(C)n1c3ccccc3c3nc(=O)cc(C)n31)OCO2 (stereo not given)
  A: 0.1	B: 0.6	C: -1	D: 8

CC(C(=O)Nc1ccc(Cl)cc1)N(c1ccccc1)S(C)(=O)=O (stereo not given)
  A: 0.0	B: -1.3	C: 8	D: 1

CCCn1c(/C=N/Nc2nc3ccccc3[nH]2)nc2ccccc21
  A: 0.0	B: 1.3	C: 17	D: 1

CC(=O)N/N=C/c1ccc(OCC(=O)N2CCOCC2)cc1
  A: -0.2	B: -0.3	C: 4	D: 5

CCCCOc1ccc(C(=O)Nc2cccc(-c3nc4cc(C)cc(C)c4o3)c2)cc1
  A: -0.4	B: -0.1	C: 1	D: -7

CCCN1CC=C2C(C#N)=C(N)C(C#N)(C#N)C(c3ccc([N+](=O)[O-])cc3)C2C1 (stereo not given)
  A: -0.1	B: 2.0	C: -2	D: 6

CC1(C)CC(=O)C2=C(C1)N(c1c(F)cccc1F)C(N)=C(C#N)C2c1ccc(C(C)(C)C)s1 (stereo not given)
  A: -0.1	B: -0.2	C: -1	D: -3

O=C(CCC1CCCC1)Nc1ccc(F)cc1
  A: 0.2	B: -0.7	C: 14	D: -25

CC1CCCC(NC(=O)COC(=O)Cc2cccs2)C1C (stereo not given)
  A: 0.1	B: 0.6	C: -20	D: 2

O=C(COc1cccc(Cl)c1)NC(c1ccccc1)c1ccccc1
  A: 0.1	B: 2.9	C: 2	D: -1

CC1(C)NC(=O)N(CC(O)COC2CCCCC2)C1=O (stereo not given)
  A: 0.4	B: 1.0	C: -6	D: -2

O=C(CCCN1C(=O)c2cccc3cccc(c23)C1=O)N1CCc2ccccc2C1
  A: 0.0	B: 1.4	C: 9	D: 2

COc1cc(/C=C2/NC(=O)N(Cc3ccc(Br)cc3)C2=O)cc(OC)c1O
  A: 0.5	B: -1.5	C: 13	D: -2

CC(C)(C)c1csc(NC(=O)c2cc([N+](=O)[O-])cc([N+](=O)[O-])c2)n1
  A: -0.1	B: -1.1	C: -11	D: 8

CC(Cl)C(=O)Nc1ccc(F)cc1 (stereo not given)
  A: 0.1	B: -2.2	C: 13	D: 9

N#CCC(=O)N/N=C\c1ccc(Br)o1
  A: 0.2	B: 0.1	C: -3	D: 2

CCc1ccc(NC(=O)CSc2nc3n[nH]c(C)c3c(=N)n2-c2ccc(C)cc2)cc1
  A: 0.6	B: -0.8	C: 18	D: -6

CCOC(=O)CCCN1CC(O)=C(c2nc3ccccc3s2)C1=N
  A: 0.6	B: -0.3	C: 26	D: -2

Cc1ccc2nc(C3CCN(C(=O)Nc4cccc(F)c4)CC3)[nH]c2c1
  A: -0.2	B: 1.1	C: 4	D: -21

Cc1ccc2cc(C#N)c(N3CCN(S(=O)(=O)c4ccc([N+](=O)[O-])cc4)CC3)nc2c1
  A: -0.2	B: -0.5	C: 8	D: -6

CCOc1cc(C(=S)N2CCOCC2)ccc1OC(=O)c1ccc(C)cc1
  A: -0.3	B: 0.2	C: 11	D: 1

CC1=CC2=NC(=O)/C(=C\c3ccc(OCc4ccccc4F)cc3)C(=N)N2O1
  A: 1.6	B: -3.7	C: 16	D: -35

CS(=O)(=O)N(CC(=O)NCc1ccncc1)c1ccc(I)cc1
  A: 0.0	B: -1.4	C: 7	D: 7

Other results
Short keys: A = FBW7 activator; B = GPR151 activ; C = MITF primary; D = TEAD-YAP block
CC1CCCCN1S(=O)(=O)c1ccc(S(=O)(=O)NCc2ccc(F)cc2)cc1 (stereo not given)
  A: -0.1	B: 0.1	C: -1	D: -2

CCOc1ccc(NC(=O)Nc2nnc(CSCc3ccccc3)s2)cc1
  A: 0.1	B: 7.0*	C: 5	D: 12

Cc1c(Cl)cc(-n2cnnn2)cc1[N+](=O)[O-]
  A: 0.0	B: -0.3	C: 4	D: 7

Cc1nnc2sc(NC(=O)CC(C)C)nn12
  A: 0.0	B: 3.7	C: 9	D: 3

CCN(C(=O)Cn1nc2c3c4c(sc3ncn2c1=O)CCCC4)c1nc(C)cs1
  A: 0.1	B: -0.1	C: 12	D: 4

O=C(O)CNC(=O)CNS(=O)(=O)c1ccccc1
  A: 0.3	B: 2.2	C: -9	D: 2

COC(=O)c1ccccc1S(=O)(=O)NNC(=O)C1COc2ccccc2O1 (stereo not given)
  A: 0.3	B: -0.4	C: 13	D: 7

Fc1ccccc1OCCSc1ncnc2nc[nH]c12
  A: 0.1	B: -1.1	C: 7	D: -33

COC(=O)C1=C(C)NC2=C(C(=O)CC(C)(C)C2)C1c1ccc(OC)c(Br)c1 (stereo not given)
  A: 0.0	B: -0.9	C: 9	D: 5

Cc1cc(C)nc(Nc2nc(C)c3ccccc3n2)n1
  A: -0.2	B: 0.6	C: 0	D: 6

CC(=O)N(C1=C(Cl)C(=O)c2ccccc2C1=O)c1cccc(Cl)c1
  A: -0.4	B: -1.1	C: 16	D: 10

CC1CCN(c2ncnc3c2c(-c2ccccc2)cn3-c2cccc(Cl)c2)CC1
  A: 0.2	B: -0.6	C: -5	D: -5

CCOC(=O)c1cc(-c2ccccc2)sc1NC(=O)COc1cccc(Br)c1
  A: -0.1	B: -0.5	C: -3	D: -1

O=C(Nc1ccccc1C(=O)Nc1ccc(F)cc1)c1cccc(S(=O)(=O)N2CCCCC2)c1
  A: 0.0	B: -1.8	C: 10	D: 4

S=c1nc(COc2ccc(Cl)cc2Cl)[nH][nH]1
  A: 0.0	B: -0.2	C: -9	D: -24

CCCCCCNC(=O)C1CC(=O)N(c2ccc(C)c(Cl)c2)C1 (stereo not given)
  A: -0.1	B: 0.0	C: 10	D: 3

CC1CN(CCC(=O)NCCc2cnccn2)Cc2ccccc2O1 (stereo not given)
  A: -0.1	B: 0.2	C: 2	D: 2

CCNC(=O)Cn1c(=O)cnc2ccccc21
  A: 0.2	B: -1.5	C: 7	D: 3

OC(CN1CCC(c2cc(-c3ccco3)n[nH]2)CC1)C(F)(F)F (stereo not given)
  A: 0.1	B: 3.1	C: -1	D: 8

O=C(CSc1nc(-c2ccccc2)cc(=O)[nH]1)N1CCN(c2ccccc2)CC1
  A: -0.1	B: -1.4	C: 28	D: 9

CCOC(=O)C(NC(=O)N(C)C)(Nc1sc2c(c1C#N)CCCCC2)C(F)(F)F (stereo not given)
  A: -0.2	B: 0.1	C: 5	D: -2

O=C1CCCN1c1ccc(S(=O)(=O)N2CCCCC2)cc1
  A: 0.1	B: 0.4	C: -2	D: 2

COCCN1C(=O)c2oc3ccc(Br)cc3c(=O)c2C1c1ccc(Cl)cc1 (stereo not given)
  A: -0.2	B: 1.0	C: 1	D: -6

CC(C)NS(=O)(=O)c1ccc(OCC(N)=O)cc1
  A: -0.2	B: 4.9	C: 1	D: 11

N#Cc1ccc(NC(=O)COC(=O)c2ccco2)cc1
  A: 0.1	B: 0.0	C: -4	D: -2

Record cards (already shown). Values in the order: FBW7 activator | GPR151 activ | MITF primary | TEAD-YAP block
N#Cc1ccc(NC(=O)COC(=O)c2ccco2)cc1 as listed: 0.1 | 0.0 | -4 | -2
S=c1nc(COc2ccc(Cl)cc2Cl)[nH][nH]1 as listed: 0.0 | -0.2 | -9 | -24
CCN(C(=O)Cn1nc2c3c4c(sc3ncn2c1=O)CCCC4)c1nc(C)cs1 as listed: 0.1 | -0.1 | 12 | 4
O=C1CCCN1c1ccc(S(=O)(=O)N2CCCCC2)cc1 as listed: 0.1 | 0.4 | -2 | 2

(further entries)
Short keys: A = FBW7 activator; B = GPR151 activ; C = MITF primary; D = TEAD-YAP block
CC1(C)Cc2c(c(N3CCOCC3)nc3sc4c(=O)n(-c5ccccn5)cnc4c23)CO1
  A: 0.4	B: -1.0	C: 8	D: 11

Cc1nn(-c2ccccc2)c2[nH]cc(C(=O)Nc3cccc(Cl)c3Cl)c(=O)c12
  A: 0.2	B: -1.3	C: 9	D: 2

COC(=O)C(CC(C)C)NC(=O)c1cc(OC)c(OC)c(OC)c1 (stereo not given)
  A: 0.1	B: -0.7	C: 11	D: -6

O=C1C2C(c3ccc(Cl)cc3)OC3(C(=O)c4ccccc4C3=O)C2C(=O)N1c1ccccc1C(F)(F)F (stereo not given)
  A: -0.2	B: 0.6	C: -10	D: -6

Cn1c(=NC(=O)c2ccco2)sc2cc(F)ccc21
  A: -0.1	B: 0.1	C: -7	D: -66

Cc1ccc(C)c(N=C(NN)c2nc3ccccc3s2)c1
  A: 0.0	B: -1.6	C: -9	D: 15

CC(=O)N(C1=C(N2CCC(C)CC2)C(=O)c2ccccc2C1=O)c1cccc(F)c1
  A: -0.5	B: -1.4	C: 9	D: -12

CCCC(=O)Nc1ccc(-c2nc3ncccc3o2)cc1
  A: 0.0	B: 0.6	C: 7	D: -76

COc1ccccc1N1C(=O)c2ccc(Oc3ccc(NC(=O)CSc4ccc(C)cc4)cc3)cc2C1=O
  A: 0.0	B: -1.2	C: 10	D: -1

CCCOC(=O)C1=C(C)NC2=C(C(=O)CC(c3ccc(OC)c(OC)c3)C2)C1c1cc(OC)ccc1OC (stereo not given)
  A: 0.6	B: 0.6	C: 7	D: 8

O=C(O)c1ccccc1-c1ccc2cccnc2n1
  A: 0.1	B: -0.5	C: 4	D: 1

COCC(C)NCC(=O)N1CCc2ccccc2C1 (stereo not given)
  A: 0.2	B: -0.4	C: 42	D: 5

CC(C)(C)CC(=O)NCc1nc(-c2ccc(Cl)cc2)no1
  A: -0.1	B: -1.0	C: -1	D: 2

O=C(CSc1nc2sc3c(c2c(=O)n1-c1cccc2ccccc12)CCCC3)N1CCOCC1
  A: -0.1	B: 1.9	C: 0	D: -6

COc1ccccc1NC(=O)Cn1cnc2sc(C(=O)Nc3ccc(C(F)(F)F)cc3)c(C)c2c1=O
  A: 2.2*	B: -0.1	C: 6	D: -6

CCOc1ccc(NC(=O)CSc2nnc(-c3ccncc3)n2CCCN(C)C)cc1
  A: -0.1	B: -0.8	C: 53*	D: 3

Cc1[nH]c2ccccc2c1CCNC(=O)/C(=C/c1ccco1)NC(=O)c1cccc(Br)c1
  A: -0.1	B: 2.4	C: 7	D: 12

CCOC(=O)c1ccc(NC(=O)CCCOc2ccc(Cl)cc2)cc1
  A: 0.0	B: 3.1	C: -2	D: -4

Source: PubChem
